Assay outcomes deposited in PubChem BioAssay by Vanderbilt High Throughput Screening Facility.
Cav3 T inh = Cav3.2 calcium influx blockers – cell-based, Fluo-4 calcium fluorescence, FDSS, MLSMR library, primary screen. Voltage-dependent T-type calcium channel subunit alpha-1H (Homo sapiens), O95180. Cav3.2-expressing cells; stronger effect = lower value. B-score at 10 µM. 100,000 compounds, 4% hits. AID 449739, 2010;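 active means single-dose well whose peak fluorescence ratio is a statistical outlier from its plate by either plate-standardised score or position-corrected B-score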
* marks the source's active call; other numbers are inactive results. Some of the compounds tested, so the mix of outcomes need not match the whole.

Sample of the layout:
Cav3 T inh | SMILES
0.38 | O=C(NCc1ccccc1)C1(C(F)(F)F)C/C(=C\CCO)CCCO1 (stereo unspecified)
-0.72 | COC(=O)c1sc(S(=O)(=O)N2CCN(c3ccccc3)CC2)c(C(=O)OC)c1C
-0.57 | COc1cccc2cc(-c3nnc(SCC(=O)Nc4nc(C)cs4)n3C)oc12
0.059 | Cc1cc(NC(=O)COC(=O)c2ccc(S(=O)(=O)N3CCCc4ccccc43)cc2)no1
-0.039 | CN(C)C(=O)C1OC(C)(C)OC1C(=O)N(C)C (stereo unspecified)
-2.3 | Cc1cccc(-n2c(-c3csc(C(C)C)c3)n[nH]c2=S)c1
0.9 | O=C(Nc1ccc(N2C(=O)C3C4C=CC(C4)C3C2=O)cc1)Nc1cccnc1 (stereo unspecified)
0.032 | COc1ccc(CN2CC(C(=O)NCCc3ccc(C)cc3)CC2=O)cc1 (stereo unspecified)
1.7 | CCN(CC)c1ncnc2c1[nH]c1ccccc12
0.92 | CC(=O)NC(CCS(C)(=O)=O)C(=O)Nc1nc(C)cs1 (stereo unspecified)
-0.47 | COc1ccc(/C=C/C(=O)NCc2c(C)nn(C)c2C)cc1COc1ccc(Br)cc1
0.12 | CCC1SC2=NC(C)=C(C(=O)OC)C(c3ccc(C(=O)OC)cc3)N2C1=O (stereo unspecified)
-0.33 | O=C(O)c1ccccc1COc1ccccc1Cl
0.9 | CCCNC(=O)C1CCN(S(=O)(=O)c2c(C)noc2/C=C\c2ccc(OC)cc2)CC1
0.98 | COc1cc(CNCCC2CCOC(C)(C)C2)ccc1O (stereo unspecified)

All compounds of this part (from the top)
Cav3 T inh | SMILES
0.38 | O=C(NCc1ccccc1)C1(C(F)(F)F)C/C(=C\CCO)CCCO1 (stereo unspecified)
-0.72 | COC(=O)c1sc(S(=O)(=O)N2CCN(c3ccccc3)CC2)c(C(=O)OC)c1C
-0.57 | COc1cccc2cc(-c3nnc(SCC(=O)Nc4nc(C)cs4)n3C)oc12
0.059 | Cc1cc(NC(=O)COC(=O)c2ccc(S(=O)(=O)N3CCCc4ccccc43)cc2)no1
-0.039 | CN(C)C(=O)C1OC(C)(C)OC1C(=O)N(C)C (stereo unspecified)
-2.3 | Cc1cccc(-n2c(-c3csc(C(C)C)c3)n[nH]c2=S)c1
0.9 | O=C(Nc1ccc(N2C(=O)C3C4C=CC(C4)C3C2=O)cc1)Nc1cccnc1 (stereo unspecified)
0.032 | COc1ccc(CN2CC(C(=O)NCCc3ccc(C)cc3)CC2=O)cc1 (stereo unspecified)
1.7 | CCN(CC)c1ncnc2c1[nH]c1ccccc12
0.92 | CC(=O)NC(CCS(C)(=O)=O)C(=O)Nc1nc(C)cs1 (stereo unspecified)
-0.47 | COc1ccc(/C=C/C(=O)NCc2c(C)nn(C)c2C)cc1COc1ccc(Br)cc1
0.12 | CCC1SC2=NC(C)=C(C(=O)OC)C(c3ccc(C(=O)OC)cc3)N2C1=O (stereo unspecified)
-0.33 | O=C(O)c1ccccc1COc1ccccc1Cl
0.9 | CCCNC(=O)C1CCN(S(=O)(=O)c2c(C)noc2/C=C\c2ccc(OC)cc2)CC1
0.98 | COc1cc(CNCCC2CCOC(C)(C)C2)ccc1O (stereo unspecified)
1 | c1ccc(CN2OCC3Cn4c(nc5ccccc54)C32)cc1 (stereo unspecified)
-0.25 | CC1(C)Oc2nc3ccccc3n2/C1=C\C#N
-3 | CCC1CCCCN1CCCNC(=O)c1ccc2c(=O)n(Cc3ccc(OC)cc3)c(=O)[nH]c2c1 (stereo unspecified)
-3 | CCCS(=O)(=O)c1c(S(=O)(=O)CCC)c2c(N)cccn2c1C(=O)c1ccc(F)cc1
1.9 | Cc1noc(C)c1S(=O)(=O)N1CCC(C(=O)N2CCN(C(=O)c3ccco3)CC2)CC1
-0.47 | CCN(CC)S(=O)(=O)c1ccc(N2CCN(S(=O)(=O)c3ccc4c(c3)OCCO4)CC2)nc1
0.57 | Nc1c(Br)cc(Br)c(N2CCCC2=O)c1Br
0.49 | CC(=O)Nc1ccc(S(=O)(=O)N2C3CCCC2CC(NC(=O)C2CCCCC2)C3)cc1 (stereo unspecified)
1.7 | CC(=O)NCCCc1nc2ccccc2n1Cc1ccccc1C
-2.8 | O=C(NC1CCCCC1)C(c1cccs1)N(C(=O)Cc1c[nH]c2ccccc12)c1ccc(F)cc1 (stereo unspecified)
-0.079 | O=C(Cc1ccccc1)N/N=C/C=C/c1cccc([N+](=O)[O-])c1
-0.087 | c1cnc2c(C3NCCc4c3[nH]c3ccccc43)cccc2c1 (stereo unspecified)
-1.6 | CCOc1ccc(C(F)(F)F)cc1NC(=O)c1ccc(OC)c([N+](=O)[O-])c1
-0.021 | Cc1nn(-c2ccccc2)c2sc(C(=O)OCN3C(=O)c4ccccc4C3=O)cc12
-0.22 | CC(NC(=O)c1ccccc1NC(=O)c1ccco1)C(=O)O (stereo unspecified)
-0.47 | CCOC(=O)CC(=O)CSc1[nH]c(=O)cc(C)c1C#N
0.35 | COCc1nnc(NC(=O)c2ccco2)s1
-0.27 | CCOC(=O)C1CCN(c2c(NCCCN(CC)Cc3ccccc3)c(=O)c2=O)CC1
0.68 | Cc1ccc(C(=O)CSc2nnc(-c3ccccc3)n2-c2ccccc2)o1
-0.76 | COC(=O)c1cccc(C23CC4(C2)[C@H](CN(C)[C@@H]4c2ccccc2)C3c2ccc(C(F)(F)F)cc2)c1 (stereo partly specified)
-3.9 | Cc1cc(C(C)(C)C)oc1C(=O)N(CC(=O)NC1CCCC1)c1ccc(F)cc1
0.59 | O=C(O)c1ccc(-c2ccccc2Cl)o1
-0.53 | Cc1cc(Cl)c(S(=O)(=O)N2CCN(c3ccccc3)CC2)cc1OCC(N)=O
0.85 | O=C(CN1CCCC1)Nc1ccccc1Cl
-0.07 | CN(C)c1cccc(NC2=CC(=[N+]3CCOCC3)CC(C)(C)C2)c1
0.39 | CCCc1nc2scc(-c3ccc(C)cc3)c2c(=O)n1N
-0.11 | CCCCCC(=O)Nc1cccc(-c2nc3ncccc3o2)c1
-2.7 | O=C(CN1C(=O)c2ccccc2C1=O)OC(C(=O)c1ccc(Cl)cc1)c1ccccc1 (stereo unspecified)
0.38 | COc1cccc(C2CC(c3cccc(Br)c3)n3nc(N)nc3N2)c1 (stereo unspecified)
-0.62 | Cc1cc(Nc2ncc(Cl)cc2Cl)n[nH]1
-0.084 | COc1ccc2[nH]cc(CCN3C(=O)CCC3=O)c2c1
0.3 | CCOc1ccc(OCC)c(NC(=O)C2CCCN(c3ncccn3)C2)c1 (stereo unspecified)
0.3 | CCC1=NC(c2ccccc2Cl)N(O)C1(C)C (stereo unspecified)
-0.51 | O=C(COC(=O)c1cc([N+](=O)[O-])ccc1NCc1ccccc1)NC1CCCc2ccccc21 (stereo unspecified)
-4.6* | O=C1c2ccsc2SCCN1Cc1ccc(Cl)cc1Cl

Next part:
Cav3 T inh | SMILES
-1.1 | Cc1cc(C)nc(NC(=O)c2c(-c3ccccc3Cl)noc2C)n1
0.93 | COc1cc(-c2nnc(SCC#CCO)o2)cc(OC)c1OC
1.6 | Cc1cc(=O)n2c(c1C#N)SC1CCCCC12O (stereo unspecified)
1.3 | Cn1c(=O)c2c(SCC(=O)N3CCOCC3)nc(CC(C)(C)C)nc2n(C)c1=O
0.037 | N#C/C(=C/N1CCOCC1)c1ccccc1
1.1 | COCCn1nnnc1C(c1ccc2ncccc2c1)N1CCN(c2ccccc2F)CC1 (stereo unspecified)
0.087 | CCOC(=O)c1c(C)cccc1OCC(N)=O
0.79 | CCOc1ccc(-n2c(SCC(=O)Nc3ccc(OC)cc3OC)nc3c(c2=O)SCC3)cc1
-0.32 | COc1ccc(S(=O)(=O)N2N=C(C)Oc3ccccc3C2=O)cc1
0.019 | O=C(c1ccccc1)N1CCn2c(nc3ccccc32)C1
-1.5 | CCCn1c(SCC(=O)Nc2ccccc2C(=O)OC)nc2c1c(=O)n(C)c(=O)n2C
-4.6* | Cn1c(CNc2nc(-c3ccccc3)cs2)nnc1SCC(=O)N1CCc2ccccc21
-6.3* | Cc1ccc(-c2nnn(CC(=O)N(Cc3ccco3)C(C(=O)NC(C)(C)C)c3cccs3)n2)o1 (stereo unspecified)
-0.21 | CCOC(=O)Nc1cc(C)c(Cl)cc1OC
-0.91 | O=C(COc1ccccc1-c1ccccc1)Nc1ccc(S(=O)(=O)NCc2ccco2)cc1
0.12 | CN(C)Cc1c(O)ccc2oc(Cc3ccccc3)cc12
-0.19 | CCCCCC(=O)OC(CN1CCCCC1)CN1CCCC1=O (stereo unspecified)
-0.17 | COc1ccc(S(=O)(=O)Nc2cccc(SC)c2)cc1OC
-1.2 | O=C(NC1CC1)C1=C[C@H](c2ccc3c(c2)OCO3)C[C@H](OCc2ccc(CO)cc2)O1
0.44 | CCN(CC)C(=O)C1CC(=O)N(c2ccc(F)c(Cl)c2)C1 (stereo unspecified)
1.8 | CS(=O)(=O)Nc1ccc(C(=O)NCCc2ccccc2)cc1
0.88 | Cn1nnc(NC(=O)c2ccc3ccccc3c2)n1
-1.6 | CC(C)(C)NC(=O)C1CCN(C(=O)c2ccc(-c3ccccc3)cc2)CC1
0.49 | CC(Sc1nnc(C(F)(F)F)n1C)C(=O)NC(N)=O (stereo unspecified)
0.047 | CCOc1ccccc1NC(=O)CN1C(=O)COc2ccc(Cl)cc21
-0.37 | COc1cccc(C2CC(C(F)(F)F)n3ncc(C(=O)NC(C)(C)C)c3N2)c1 (stereo unspecified)
-0.093 | Cc1ccc(NC2=Nc3ccccc3CS2)cc1
-0.055 | COc1cc(C(=O)NC(=S)NCc2ccco2)cc(OC)c1OC
1 | O=C(O)c1cccc(Cn2cc(Br)cn2)c1
-0.059 | Cc1nc2c(Br)c3nc(C(F)(F)F)[nH]c3c(Br)c2[nH]1
-0.019 | CCn1ncc(Br)c1C(=O)Nc1nccs1
-0.02 | Cc1cc[n+](CC(=O)Nc2cc(C(F)(F)F)ccc2Cl)cc1
-0.008 | CCOC(=O)c1cnn(Cc2ccccc2)c1N
-0.026 | COc1ccc(C)cc1NC(=O)Nn1cnnc1
-6.6* | O=S(Cc1cc(Oc2ccccc2)nc(-c2ccccc2)n1)c1ccccc1 (stereo unspecified)
-2.6 | CCOc1ccc(NS(=O)(=O)c2ccc(NS(=O)(=O)c3ccc(SC)cc3)cc2)cc1
0.53 | CCOC(=O)C1CCN(C(=O)c2cn(C)c(=O)c3cc(OC)c(OC)cc23)CC1
-0.57 | CCC1CCCCN1S(=O)(=O)c1ccc(NC(=O)CSc2ncccc2C(=O)O)cc1 (stereo unspecified)
-1.1 | CC1Cc2ccccc2N1Cc1nc2cc(C(F)(F)F)ccc2c(=O)[nH]1 (stereo unspecified)
0.65 | O=C(Nc1ccc2c(c1)OCCO2)C1CCN(S(=O)(=O)Cc2ccccc2)CC1
-0.33 | Cn1c(CNC(=O)c2ccc(Cl)c(Cl)c2)nnc1SCC(=O)Nc1sc2c(c1C#N)CCCC2
-0.28 | CN1C(=O)NC(NC(=O)c2cccs2)(C(F)(F)F)C1=O (stereo unspecified)
-0.98 | O=C1c2ccccc2C(=O)N1CCCOCc1c[nH]c(=O)[nH]c1=O
-1.1 | Cn1c(=Nc2ccccc2)sc2ccccc21
0.047 | O=C1OCCC1Sc1nc2ccccc2n1Cc1ccccc1 (stereo unspecified)
-0.0071 | Nc1cc(=O)[nH]c(SCC(=O)Nc2cc(Cl)cc(Cl)c2)n1
-5.2* | Cc1ccc(-n2c(CNc3ccc(F)cc3)nnc2SCC(=O)NCc2ccco2)cc1
0.048 | Cc1nnc(NC(=O)NCN2C(=O)C3C4C=CC(C4)C3C2=O)s1 (stereo unspecified)
0.49 | COc1ccc(N(CC(=O)NCc2cccnc2)S(=O)(=O)c2c(C)nn(C)c2C)cc1
-0.23 | CCOC(=O)N1CCC(N2C(=O)c3ccccc3C2Nc2ccccc2C)CC1 (stereo unspecified)

Next entries.
Cav3 T inh | SMILES
-0.15 | CN(C(=O)CSc1nc2ccccc2n1CCc1ccccc1)C1CCS(=O)(=O)C1 (stereo unspecified)
0.19 | O=C1NC(=O)c2cc(NC(=O)C3CCCCC3)ccc21
0.8 | Cn1c(=O)n(Cc2ccccc2F)c(=O)c2c1nc1n2CCCN1CCc1ccccc1
0.12 | COc1ccc(C(=O)NCCn2ccc3ccccc32)cc1OC
-1.1 | Fc1ccc(NC(=S)N2CCCc3ccccc32)cc1
0.14 | O=C1C(c2ccc(F)cc2)N(CC2COc3ccccc3O2)C(=O)CN1C1CCCCC1 (stereo unspecified)
0.68 | CCn1c2ccccc2c2cc(NC(=O)N3CCOCC3)ccc21
-2.4 | COCCn1c(SC(C)C(=O)Nc2ccc3c(c2)OCCO3)nc2ccccc2c1=O (stereo unspecified)
-0.023 | Cc1ccc2c(c1)N(Cc1ccncc1)C(=O)C(C)O2 (stereo unspecified)
-0.27 | CCCn1nnc(NC(=O)COc2ccc(Cl)cc2)n1
-0.36 | CCOC(=O)c1c(NC(=O)Cn2nc([N+](=O)[O-])c(Br)c2C)sc2c1CCC(C)C2 (stereo unspecified)
0.91 | COC(=O)/C(=C\c1ccc([N+](=O)[O-])o1)NC(=O)c1ccccc1
-0.76 | CC1(OC(=O)C2CCCC2)C(=O)C=C2C=C(C3CC3)OC=C2C1=O (stereo unspecified)
1.3 | OCCN1CCN(c2nc(N3CCCCC3)nc(N3CCCCC3)n2)CC1
0.95 | COc1ccc(-n2nnnc2-c2cccnc2)cc1
-0.044 | O=C(Nc1nc(-c2ccc(S(=O)(=O)N3CCCC3)cc2)cs1)c1cccs1
0.8 | Cc1ccccc1NC(=O)OCCN1CCN(Cc2ccccc2)CCC1=O
-0.026 | COC(=O)C1=CN(C)C=C(C(=O)OC)C1c1ccsc1
-1.1 | Cc1ccc(C(=O)NC(=S)Nc2ccccc2C(F)(F)F)cc1
0.73 | COC(=O)C1C(O)=C(C=NCC(C)N=CC2=C(O)C(C(=O)OC)C(C)(C)CC2=O)C(=O)CC1(C)C (stereo unspecified)
0.94 | CCN(CC(=O)NCc1ccc(F)cc1)C(=O)C1CCN(C(=O)Nc2ccccc2)CC1
2.2 | CCOC(=O)N1CCC(N2Cc3cccc(C(=O)NCc4ccccn4)c3C2=O)CC1
-0.64 | O=C(Nc1ccc(F)cc1)Nc1nnc(-c2ccncc2)s1
